Assay outcomes (PubChem)
TPT1 inhibitor = blocks Candida albicans tRNA 2'-phosphotransferase. recombinant caTPT1, FP RNA substrate dephosphorylation. inhibition, % at 5 µM. hit rate 0.81% among 300,000;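 active = inhibition above the mean of all tested compounds plus 3 SD, set per screening campaign, cut at about 24% in these data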;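 also: plate controls were DMSO alone for no effect and ferristatin control at 100 nM for full effect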
PP1 counter = counter-screen for PP5 inhibitors: inhibitors of human PP1-alpha; P62136; purified PP1alpha, OMFP fluorescence; inhibition, % at 6.7 µM; hit rate 0.9% among 320,000; AID 2235;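 active = inhibition above the mean inhibition of all tested compounds plus 3 SD, computed separately for each screening campaign, cut at about 15% in these data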
Target sequence (P62136 whole entry, looked up): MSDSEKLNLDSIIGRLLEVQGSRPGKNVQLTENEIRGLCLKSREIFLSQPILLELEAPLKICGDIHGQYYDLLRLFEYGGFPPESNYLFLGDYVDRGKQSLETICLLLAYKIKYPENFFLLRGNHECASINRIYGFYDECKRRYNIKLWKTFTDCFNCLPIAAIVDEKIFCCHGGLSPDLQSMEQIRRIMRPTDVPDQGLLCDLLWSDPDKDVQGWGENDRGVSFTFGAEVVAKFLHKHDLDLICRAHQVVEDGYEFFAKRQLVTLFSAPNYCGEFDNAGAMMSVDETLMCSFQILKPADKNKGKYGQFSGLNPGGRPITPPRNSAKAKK
GASC-1 inh = inhibitors of human GASC-1 (JMJD2C) demethylase. Q9H3R0. GST-JMJD2C(1-420) H3K9me3 demethylation, DELFIA europium. inhibition, % at 2.35 µM. hit rate 0.069% among 330,000. AID 2099;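 active = more than half of a compound's replicate wells show inhibition beyond 50%, single wells judged on their own value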;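 also: signal counts dimethyl H3K9 product captured on neutravidin plate; 0% = median of DMSO wells and 100% = 0.3 times that DMSO median; strong numbers were not always called active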
LYPLA2 inh = counter-screen for PME1 inhibitors: inhibitors of human LYPLA2. O95372. recombinant LYPLA2, FP-Rh probe fluorescence polarization. inhibition, % at 5.9 µM. hit rate 0.38% among 320,000. AID 2177;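 active = inhibition above the screen-wide mean plus 3 SD, limit set per campaign, cut at about 26% in these data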;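 also: 0% = LYPLA2 with DMSO and 100% = wells lacking LYPLA2 enzyme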
Target sequence (O95372 whole entry, looked up): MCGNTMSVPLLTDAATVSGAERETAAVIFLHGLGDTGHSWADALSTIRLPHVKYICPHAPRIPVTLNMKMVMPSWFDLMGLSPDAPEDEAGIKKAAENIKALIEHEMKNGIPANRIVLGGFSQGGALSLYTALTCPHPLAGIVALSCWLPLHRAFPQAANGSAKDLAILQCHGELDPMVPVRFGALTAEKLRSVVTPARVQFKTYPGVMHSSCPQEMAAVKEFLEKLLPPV
CTSL1 counter = blocks F. hepatica cathepsin L1 in PFM18AAP counter-screen | recombinant F. hepatica cathepsin L1, Z-Leu-Arg-MCA fluorescence | inhibition, % at 5.96 µM | hit rate 0.49% among 300,000 | AID 1906;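 active = inhibition above the mean of all tested compounds plus 3 SD, set per screening campaign, cut at about 17% in these data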;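 also: 0% = plate median of test compound wells and 100% = 1 µM Z-Phe-Ala-diazomethylketone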
Efflux pump mplx = antifungal efflux pump inhibition, Nile Red retention; S. cerevisiae Candida pump triplex; inhibition, % at 10 µM; hit rate 0.44% among 330,000; AID 485275;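 active = plate passing quality check with inhibition over a set limit, or well fluorescence over plate mean plus 4 SD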;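 also: Nile Red retained in pooled yeast measured as flow cytometry median fluorescence; 0% = buffer negative control and 100% = Enniatin B positive control; higher means more Nile Red kept so more efflux inhibition; some compounds called inactive have numbers as strong as hits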
PREPL inhibitor = inhibits the human prolyl oligopeptidase-like enzyme; recombinant PREPL, fluorescence polarization activity-based probe; hit rate 0.68% among 320,000; inhibition, % at 5.96 µM; in the data active = inhibition above about 43%;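 also: 0% = enzyme with DMSO and 100% = wells lacking enzyme; many of its hits are not listed in these tables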
HCV core dimer = blocks dimerization of HCV core protein | TR-FRET GST/Flag-core106 dimerization, 1536-well | inhibition, % at 5 µM | hit rate 0.33% among 300,000 | AID 1899;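 active = inhibition above the mean of all tested compounds plus 3 SD, set per screening campaign, cut at about 45% in these data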
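Material: GST/Flag-tagged HCV core106 proteins. Incubation: 4 h, 22.5 °C incubation. Read-out basis: inhibition (%) from 671 over 617 nm ratio. Measured by: TR-FRET, excitation 340 nm, emission 617 and 671 nm.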
PP5 primary = inhibitors of human protein phosphatase 5 (PP5) | P53041 | purified PP5c, OMFP substrate fluorescence | inhibition, % at 6.7 µM | hit rate 0.18% among 320,000 | AID 1987;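 active = inhibition above the campaign's mean inhibition across all tested compounds plus 3 SD, cut at about 9.5% in these data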;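 also: 0% = DMSO only and 100% = 100 µM cantharidin control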
Target sequence (P53041 whole entry, looked up): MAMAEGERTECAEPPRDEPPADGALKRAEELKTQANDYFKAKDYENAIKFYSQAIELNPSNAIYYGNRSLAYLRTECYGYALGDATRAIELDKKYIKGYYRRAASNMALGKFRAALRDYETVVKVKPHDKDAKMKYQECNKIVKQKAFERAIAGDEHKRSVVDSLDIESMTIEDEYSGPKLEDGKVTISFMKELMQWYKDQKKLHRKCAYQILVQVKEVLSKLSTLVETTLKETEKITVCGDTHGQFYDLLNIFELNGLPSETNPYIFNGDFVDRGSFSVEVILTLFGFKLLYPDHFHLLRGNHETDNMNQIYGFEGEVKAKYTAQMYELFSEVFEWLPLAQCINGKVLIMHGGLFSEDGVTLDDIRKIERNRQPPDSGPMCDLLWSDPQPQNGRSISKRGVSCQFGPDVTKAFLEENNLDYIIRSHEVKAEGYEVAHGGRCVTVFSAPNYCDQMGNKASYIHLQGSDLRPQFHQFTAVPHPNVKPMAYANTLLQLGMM
* = called active by the depositor; . = no result given. Not all compounds are listed; the hit share may differ from the screen's.

smiles	PP1 counter	CTSL1 counter	GASC-1 inh	HCV core dimer	PP5 primary	LYPLA2 inh	PREPL inhibitor	Efflux pump mplx	TPT1 inhibitor
COC(=O)C(N)Cc1ccc(Cl)cc1 (stereo not given)	-1	0	.	-9	0.5	7	12	-0.2	-6
CC(=O)NCc1ccc(C(=O)CSc2nnc(C3CC3)n2C2CC2)cc1	-8	.	5	.	-0.5	-3	3	-0.1	.
COC(=O)c1scc(C)c1N/N=C(\C)c1cc(F)c(Cl)cc1F	0	-3	-22	-1	0.0	7	10	0.2	2
O=C(c1ccc(Cl)c(S(=O)(=O)N2CCCCC2)c1)N1CCCCCC1	-2	0	-1	15	-1.3	0	11	4.4	-2
COc1ccc(C(O)P(=O)(OC(C)C)c2ccc(N(C)C)cc2)c(OC)c1 (stereo not given)	0	5	-3	4	0.9	-4	9	-0.1	-2
O=C(COC(=O)c1cccc(S(=O)(=O)N2CCOCC2)c1)Nc1ncc(Cl)cc1Cl	2	.	-3	.	1.4	-1	5	0.0	.
O=C(NCC1COc2ccccc2O1)Nc1ccccc1F (stereo not given)	1	0	-5	0	0.4	-3	-25	-0.1	-3
Cc1ccsc1/C=C1/SC(N2CC(C)OC(C)C2)=NC1=O (stereo not given)	-3	2	-2	-2	5.3	3	14	0.0	2
CC(=O)c1ccc(N2CCN(S(=O)(=O)c3ccc4c(c3)CC(C)N4C(=O)C3CC3)CC2)cc1 (stereo not given)	-3	4	-1	14	1.6	-1	-5	-0.1	3
CC(=O)N1CCN(Cc2nc3cc(NC(=O)c4ccccc4)ccc3n2C)CC1	-4	3	5	-2	-1.5	-8	8	-0.1	0
COc1cc(C2NC(=O)NC(C)=C2C(=O)OC2CCCCC2)cc(Cl)c1O (stereo not given)	-4	3	-3	0	2.6	0	11	-0.1	1
COc1cccc(C(=O)NNC(=O)C(=O)Nc2cccc3ccccc23)c1	-1	-1	9	-2	-0.3	2	8	-0.1	0

(next part)
smiles	PP1 counter	CTSL1 counter	GASC-1 inh	HCV core dimer	PP5 primary	LYPLA2 inh	PREPL inhibitor	Efflux pump mplx	TPT1 inhibitor
Cc1cc(NC(=O)C2CC2)n(-c2nc3ccccc3s2)n1	0	0	5	5	1.4	0	-8	-0.1	-4
O=C(CCN1CCCCC1)Nc1cccc(Cl)c1	1	1	8	-3	-0.3	-5	0	-0.1	-1
O=C(/C=C/c1ccc2c(c1)OCO2)NCCSCc1cccc(Cl)c1	3	3	4	1	0.6	-10	-32	-1.4	-4
CC(C)CCC(C(=O)O)C(C)CC(=O)Nc1ccn(-c2ccccc2)n1 (stereo not given)	-2	3	32	-2	1.9	4	0	0.0	-3
COC(=O)c1c(NC(=O)c2ccc(OC(C)C)cc2)sc2c1CC(C)(C)NC2(C)C	1	-4	-4	-58	3.4	0	-2	0.1	0
COc1ccccc1NC(=O)CN1C(=O)NC(C)(C)C1=O	-3	-3	5	3	0.6	-1	7	0.0	-3
C=CCC(C(=O)OC)(C(=O)OC)c1ccc([N+](=O)[O-])cn1	-1	0	3	-1	-1.4	7	1	0.0	-3
Cc1cc(C(=O)OCC(=O)Nc2cccc(S(=O)(=O)N(C)C)c2)c(C)o1	-5	-25	4	2	0.2	-3	-1	0.0	-1
COc1ccc(NC(=O)CN(C)C(=O)/C=C/c2ccc(OCc3ccccc3)cc2)cc1	7	1	11	-2	-0.8	-6	6	0.1	-1
O=C(N/N=C/c1ccc(Sc2ccccn2)o1)c1cc2ccccc2cc1O	11	1	15	14	0.0	-14	9	0.0	2
Cc1ccc(NC(=O)CN2CCC(C(=O)c3ccc(F)cc3)CC2)cc1	3	0	2	12	2.6	4	-6	0.0	-2
Cc1ccc(N(CC(=O)Nc2ccc3c(c2)OCCO3)S(=O)(=O)c2c(C)noc2C)cc1	-1	2	-13	2	-0.4	3	8	-0.1	-1

(next part)
smiles	PP1 counter	CTSL1 counter	GASC-1 inh	HCV core dimer	PP5 primary	LYPLA2 inh	PREPL inhibitor	Efflux pump mplx	TPT1 inhibitor
COc1ccc(NC(=O)CCl)cn1	1	17*	4	-4	1.2	0	3	0.1	-35
O=S(=O)(Nc1cccc(-c2ccc(N3CCOCC3)nn2)c1)c1cc(Cl)ccc1Cl	-4	-2	11	8	3.6	-7	-52	0.1	-4
Cc1ccc(/C=N/NC(=O)c2ccccn2)o1	-1	1	-2	-1	0.7	-5	-7	0.0	-2
N#CCCN(Cc1cccnc1)S(=O)(=O)c1ccc(S(=O)(=O)NC2CCCCC2)cc1	-3	-3	10	0	3.7	4	-3	-0.1	-1
N=C(N)SCc1ccc(O)c([N+](=O)[O-])c1	-4	3	-4	-7	1.7	5	5	0.0	-4
CC(C)C(=O)N1CCC(c2nc(-c3ccc(S(=O)(=O)N4CCN(C)CC4)cc3)no2)CC1	-4	-7	-2	1	0.6	0	5	0.0	-2
Nc1nc(-c2ccc(F)cc2)cs1	-3	2	34	-6	1.2	2	18	-0.1	-3
COc1ccc(/C=N/NC(=O)C(Cc2c[nH]c3ccccc23)NC(=O)OCC(C)C)cc1[N+](=O)[O-] (stereo not given)	-5	0	51	3	4.4	3	13	0.1	-3
CCOC(=O)c1c(NC(=O)Cn2nnc(-c3ccccc3Cl)n2)sc(C)c1C	-3	-4	-5	1	2.6	-1	-1	0.3	-2
Cc1cc(Cl)ccc1C(=O)C1CCCN(C(=O)CCN2CCCO2)C1 (stereo not given)	-6	3	7	3	-1.1	-2	-5	-0.1	0
CCOC(=O)N1CCN(C(=O)c2ccc(OCC)c(OCC)c2)CC1	-4	-2	3	-2	0.9	2	-1	0.0	2
CCC(=O)c1cccc2c1N=CC1=C(CC(C)(C)CC1=O)N2	-3	-3	-3	-4	0.0	-4	12	-0.1	-1

Later entries
smiles	PP1 counter	CTSL1 counter	GASC-1 inh	HCV core dimer	PP5 primary	LYPLA2 inh	PREPL inhibitor	Efflux pump mplx	TPT1 inhibitor
COc1ccc(C(=O)NCc2nnc(SCC(=O)N3CCC(C)CC3)o2)cc1OC	-6	2	35	2	-0.7	0	17	0.3	2
CCOC(=O)Cc1csc(NC(=O)CSc2nc3cccnc3n2CC)n1	-6	3	-1	-5	0.0	-2	-10	0.0	4
O=C(O)CCC(=O)Nc1ccc(-c2csc(Nc3cccc4ccccc34)n2)cc1	5	.	-3	.	0.8	4	-21	-0.2	.
CCn1c(COc2ccc(C)cc2)nnc1SCc1nc2ccccc2[nH]1	2	1	1	3	5.4	-4	-11	-0.1	2
COc1ccc(-c2n[nH]c(=S)n2-c2ccc(C)cc2C)cc1	-4	0	7	8	-1.7	4	-5	0.0	-2
Cc1ccc2nc3sc(C(=O)Nc4c(C)[nH]c(=O)[nH]c4=O)c(N)c3cc2c1	1	1	-27	-33	0.0	-7	18	-0.9	12
O=C(COC(=O)c1cccs1)Nc1ccccc1	2	2	-9	-6	0.8	6	14	-0.1	-5
COc1ccc(S(=O)(=O)NCCc2nnc3ccc(SCc4cccnc4)nn23)cc1	1	0	4	4	1.6	3	8	0.1	-1
Cc1cc(C)c(S(=O)(=O)N2CCN(C(=O)C3CCCO3)CC2)c(C)c1 (stereo not given)	2	.	-1	.	0.8	6	9	-0.3	.
O=C(Nc1nnc(-c2ccccc2)o1)Nc1ccccc1Cl	7	3	-1	5	1.9	-5	-3	0.1	-3
CCOC(=O)C1CCCN(C(=O)CNC(=O)Cn2ccc3ccccc3c2=O)C1 (stereo not given)	0	3	9	1	0.9	0	1	-0.1	-7
CCOC(=O)C1(Cc2ccccc2C)CCCN(C(=O)CCc2cccnc2)C1 (stereo not given)	2	2	1	1	-0.3	2	-5	0.1	-1

The listing continues:
smiles	PP1 counter	CTSL1 counter	GASC-1 inh	HCV core dimer	PP5 primary	LYPLA2 inh	PREPL inhibitor	Efflux pump mplx	TPT1 inhibitor
CC(c1ccon1)N(C)Cc1cn[nH]c1-c1ccc(-c2ccccc2)cc1 (stereo not given)	-3	-1	6	9	1.4	12	11	-0.1	-2
Nc1n[nH]c(N)c1N=Nc1ccc(F)cc1	1	9	-10	-13	0.0	3	17	-0.2	-2
Cc1c(NC(=O)CN2CCC(C(N)=O)CC2)cccc1[N+](=O)[O-]	1	5	.	-4	-0.2	0	6	0.0	-3
COc1ccc(C(CC(=O)N2CCOCC2)c2c(O)cc(OC)cc2OC)cc1 (stereo not given)	1	0	-2	-2	3.7	0	11	-0.3	-2
CCOc1ccc(NC(=O)N(CCC(C)C)C(C)c2ccco2)cc1 (stereo not given)	-3	1	-22	6	3.4	0	-1	-0.2	3
O=C(Cn1nnc(-c2ccc(CN3CCOCC3)cc2)n1)N(c1ccccc1)c1ccccc1	-4	2	-6	1	-1.3	3	-2	0.0	1
CCc1cc2c(=O)c(-c3cnn(-c4ccccc4)c3)c(C)oc2cc1OCC(=O)Nc1cccc(C)c1	-3	1	2	20	-0.5	-4	5	0.3	5
CCOc1cc(C(=O)Nc2nnc(CC)s2)ccc1OCC(=O)N1CCOCC1	-3	6	6	5	-1.3	3	3	0.1	1
COc1ccccc1-c1cc(C(F)(F)F)nc(S(=O)(=O)CCCC(=O)O)n1	4	-3	-2	5	2.9	-5	13	0.1	2
Cc1ccc(-c2cc3c(nn2)-c2ccccc2C3=O)cc1	6	0	-1	0	0.2	1	7	-0.3	-2
O=C(c1ccco1)N(Cc1ccco1)Cc1cc2ccccc2[nH]c1=O	0	1	-15	-3	3.5	-8	-11	-0.2	0
Cc1c(-n2c(-c3ccccc3)nc3ccccc3c2=O)c(=O)n(-c2ccccc2)n1C	-1	-8	-2	-10	0.2	-6	-6	0.1	0

Continuation:
smiles	PP1 counter	CTSL1 counter	GASC-1 inh	HCV core dimer	PP5 primary	LYPLA2 inh	PREPL inhibitor	Efflux pump mplx	TPT1 inhibitor
CCOC(=O)/C(=N\Nc1ccccc1Cl)N(C)C1CCCCC1	0	3	4	-4	2.3	-2	2	-0.2	1
CCn1c(SCC(=O)Nc2cc(NC(C)=O)ccc2OC)nnc1-c1cccnc1	-5	-1	3	-5	0.8	4	10	0.0	-1
COc1cccc(N2CCN(S(=O)(=O)c3cn(C)cn3)CC2)c1	3	-1	6	-8	1.5	4	14	0.2	3
CC(C)CC(C(=O)Nc1oc(-c2ccccc2)c(-c2ccccc2)c1C#N)N1C(=O)c2ccccc2C1=O (stereo not given)	14	-1	3	76*	3.2	-35	-7	0.1	0
O=C(NC(N1CCOCC1)C(Cl)(Cl)Cl)c1ccccc1Cl (stereo not given)	-2	2	63	0	-1.7	-5	-2	0.0	-2
C[C@H](OC(=O)NCc1ccc(C(F)(F)F)cc1)[C@@H]1O[C@@]2(C)CCC[C@@H]1O2	-1	.	6	.	-0.3	-7	7	0.9	.
COc1ccccc1N1CCN(C(=O)c2c(C)noc2C)CC1	-8	-1	2	2	0.4	-6	1	-0.2	-3
Cc1cccn2c(=O)c3cc(S(=O)(=O)c4ccccc4)c(=N)n(CC4CCCO4)c3nc12 (stereo not given)	2	0	2	1	4.2	4	1	-0.1	0
CC(C(=O)NCCN1C(=O)S/C(=C\c2cccnc2)C1=O)N1C(=O)c2ccccc2C1=O (stereo not given)	-4	4	-13	-15	-2.3	3	13	-0.1	-1
Cn1ccnc1SCCNC(=O)CCc1nnc(CCCCc2ccccc2)o1	-9	1	11	-4	2.9	3	13	0.0	-4
O=C(NCCc1ccc(Cl)cc1)C1CCCN1C(=O)Nc1ccccc1 (stereo not given)	2	0	4	11	1.9	3	-3	-0.1	-1
N#Cc1cc(-c2ccc(Cl)cc2)cnc1Sc1ccccc1	-1	4	-2	18	0.7	0	0	0.1	-5
CCOc1ccc(-c2cc(C(=O)N/N=C/c3ccc(O)cc3)c3ccccc3n2)cc1	0	9	3	8	2.6	-48	-5	-0.1	-1
